Source: PubChem BioAssay
Cy5 interf NS3h: counter-screen for HCV NS3 helicase inhibitors: fluorescence interference. fluorescence interference ratio at 100 µM. AID 720488. Cy5-dT15 DNA with NS3h; actives lie on both sides; signal over control mean, under 1 quenches. actives 6% (n = 16,000);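 active = compound fluorescence over control fluorescence at most 0.8, a quencher, or at least a set upper limit, an enhancer; inactive = ratio between 0.8 and the set upper limit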
NS3h inh CB: blocks HCV NS3 helicase binding to DNA; actives 1.6% (n = 16,000); NS3h Cy5-dT15 DNA binding, fluorescence polarization; inhibition, % at 100 µM;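 active = inhibition above the average over every tested compound plus 3 SD, cut at about 40% in these data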
Numbers without * were called inactive.

SMILES	Cy5 interf NS3h	NS3h inh CB
O=C(/C=C/c1ccccc1)Nc1ccc([N+](=O)[O-])cc1	0.917	40.3
CCOC(=O)CN1C(c2ccccc2OC)Nc2ccc(Br)cc2C1c1ccccc1 (stereo not drawn)	0.935	10.1
CN(C)c1ccc(/C=C2/C(=O)NC(=O)N(CCCO)C2=O)cc1	0.94	18.9
O=C(CC1(O)C(=O)Nc2ccc(Br)cc21)c1cccs1 (stereo not drawn)	0.98	3.2
CC(C)CC(=O)NS(=O)(=O)c1ccc(NC(=O)c2cccc(Br)c2)cc1	0.998	4.3
CCC(=O)Nc1sc2c(c1C(=O)Nc1ccc(OC)cc1)CCC2	0.901	-7.2
C=CCOc1c(Cl)cc(/C=C2\C(=O)NC(=O)N(c3ccc(Cl)cc3)C2=O)cc1OC	0.899	7.6
CS(=O)(=O)N(Cc1ccc(Cl)cc1)c1ccc(C(=O)NCc2ccncc2)cc1	1.06	20.8
COc1cc(/C=N\N2CCN(c3ccccc3)CC2)cc(OC)c1O	0.92	-1.3
Cc1ccc(OCC(=O)Nc2ccc3oc(-c4cccnc4)nc3c2)c(C)c1	1.06	-18.5
O=S(=O)(Nc1ccccc1C(F)(F)F)c1ccccc1	0.971	2.7
O=C(Nc1ccc(Cc2ccncc2)cc1)c1cccc([N+](=O)[O-])c1	0.921	13.5
CCCC(=O)Nc1ccc(NC(=O)c2cccc([N+](=O)[O-])c2)cc1	1.03	9.1
O=C(O)CCC(C(=O)O)N1C(=O)/C(=C\C(Cl)=C/c2ccc([N+](=O)[O-])cc2)SC1=S (stereo not drawn)	0.635*	11.5
CC1CCN(CCCCOc2c(Cl)cccc2Cl)CC1	0.794*	-7.1
Cc1ccccc1-c1nnc(NC(=O)Nc2ccc(Cl)c(Cl)c2)s1	1.02	4.1
O=C(NC(Cc1ccccc1)C(=O)NCCc1c[nH]c2ccccc12)OCc1ccccc1 (stereo not drawn)	0.974	11.5
CC(=O)c1ccc(Oc2ccc(C(C)=O)cc2)cc1	1.04	7.4
CC(=O)c1cccc(N2C(=O)c3ccc(Oc4ccc([N+](=O)[O-])cc4)cc3C2=O)c1	1.06	16.6
COc1ccc(NC2=CC(c3cccc([N+](=O)[O-])c3)N(c3ccc(OC)cc3)C2=O)cc1 (stereo not drawn)	0.98	6.6
CCOC(=O)C1=C(C)N=c2s/c(=C3\C(=O)N(CC)c4ccccc43)c(=O)n2C1c1cccs1 (stereo not drawn)	1.06	2.9
Cc1c(Cl)cccc1NC(=O)CSCc1cccc(Br)c1	0.943	6.7
Cc1ccccc1OCCNC(=O)Cc1cccc2ccccc12	0.989	19.9
CCN(CC)c1ccc(/C=C2\C(=O)NC(=O)N(c3ccc(OC)cc3)C2=O)c(OC)c1	1.26*	-5.2
Cc1ccc(C(=O)CC2(O)C(=O)N(C)c3ccccc32)cc1 (stereo not drawn)	1.06	3.7
O=C(c1ccccc1)c1ccc2nc(-c3cccnc3)[nH]c2c1	1.06	10.7
C=CCNC(=O)C(=O)NCCCOC(C)C	1.08	3.2
Cc1cccc(N2C(=O)CSC23C(=O)Nc2ccccc23)c1 (stereo not drawn)	1.07	2.2
COc1ccc(CC(C)CC(=O)NCCc2ccc(OC)c(OC)c2)cc1 (stereo not drawn)	1.04	4.2
COCCNC(=O)CN(c1ccc(F)cc1)S(=O)(=O)c1ccccc1	1.12	5.8
COc1cccc(C(=O)Nc2cc(-c3nc4cc(Cl)cc(Cl)c4o3)ccc2C)c1	1.09	6.0
O=C(Nc1ccc2c(c1)C(=O)OC2)NC1CCCCC1	1.4*	21.2
O=[N+]([O-])c1cccc(S(=O)(=O)N2CCOCC2)c1	0.947	1.3
Cc1ccn2cc(-c3cccc(NC(=O)c4cc5cc(Br)ccc5oc4=O)c3)nc2c1	1.04	2.9
CCCc1cc(=O)oc2cc(OCc3c(F)cccc3Cl)ccc12	1.04	5.5
CCOc1ccc(/C=C2\C(=O)NC(=O)N(c3ccccc3C)C2=O)cc1Cl	0.933	32.7
CCOc1ccccc1NC(=O)c1ccc(N(Cc2ccc(Cl)cc2)S(C)(=O)=O)cc1	1.04	0.4
Cc1ccccc1N1CC(C(=O)OCC(=O)c2ccc(Br)cc2)CC1=O (stereo not drawn)	0.977	4.2
O=C(c1ccc2c3c(cccc13)CC2)N1CCN(c2ccccn2)CC1	0.995	12.6
COc1cc2c(cc1NC(=O)c1ccc(I)cc1)oc1ccccc12	1.04	-1.9
COc1ccc(C(CC(=O)O)c2ccccc2)cc1 (stereo not drawn)	0.997	1.8
CS(=O)(=O)N(CC(=O)Nc1cccc(Cl)c1)c1ccc(Br)cc1	0.984	15.7
CCOc1ccc(C(=O)Nc2ccc(N3CCOCC3)c(Cl)c2)cc1Cl	0.983	10.2
Cc1cccc(NC(=O)C(=O)NCCCOC(C)C)c1	0.919	8.8
C=CCNC(=O)CN(c1ccc(C(C)C)cc1)S(=O)(=O)c1ccccc1	1.03	7.0
CS(=O)(=O)N1CCN(C2CCC(c3ccccc3)CC2)CC1 (stereo not drawn)	1.06	-10.7
COc1ccccc1OCCOCCOc1ccccc1OC	0.972	2.3
O=C(COc1ccc2ccc(=O)oc2c1)c1ccc(-c2ccccc2)cc1	0.954	33.0

Structures from the list above that contain an aryl methoxy group (eleven):
SMILES	Cy5 interf NS3h	NS3h inh CB
CCOC(=O)CN1C(c2ccccc2OC)Nc2ccc(Br)cc2C1c1ccccc1 (stereo not drawn)	0.935	10.1
CCC(=O)Nc1sc2c(c1C(=O)Nc1ccc(OC)cc1)CCC2	0.901	-7.2
C=CCOc1c(Cl)cc(/C=C2\C(=O)NC(=O)N(c3ccc(Cl)cc3)C2=O)cc1OC	0.899	7.6
COc1cc(/C=N\N2CCN(c3ccccc3)CC2)cc(OC)c1O	0.92	-1.3
COc1ccc(NC2=CC(c3cccc([N+](=O)[O-])c3)N(c3ccc(OC)cc3)C2=O)cc1 (stereo not drawn)	0.98	6.6
CCN(CC)c1ccc(/C=C2\C(=O)NC(=O)N(c3ccc(OC)cc3)C2=O)c(OC)c1	1.26*	-5.2
COc1ccc(CC(C)CC(=O)NCCc2ccc(OC)c(OC)c2)cc1 (stereo not drawn)	1.04	4.2
COc1cccc(C(=O)Nc2cc(-c3nc4cc(Cl)cc(Cl)c4o3)ccc2C)c1	1.09	6.0
COc1cc2c(cc1NC(=O)c1ccc(I)cc1)oc1ccccc12	1.04	-1.9
COc1ccc(C(CC(=O)O)c2ccccc2)cc1 (stereo not drawn)	0.997	1.8
COc1ccccc1OCCOCCOc1ccccc1OC	0.972	2.3

(cont.)
SMILES	Cy5 interf NS3h	NS3h inh CB
COc1ccccc1NC(=O)c1cc(Nc2ccc(F)c(F)c2)nc2ccccc12	0.988	9.1
O=C(Nc1ccc(F)c(Cl)c1)c1nn2c(c1Cl)NC(c1ccccc1)CC2C(F)(F)F (stereo not drawn)	1.04	6.7
COCCCNC(=O)CN(c1ccc(Cl)cc1)S(C)(=O)=O	1.02	3.0
CSc1ccc(/C=C(/NC(=O)c2ccccc2)C(=O)N2CCN(C)CC2)cc1	1.05	-4.9
CC1=NN(C(=O)OC(C)(C)C)C(O)(C(F)(F)F)C1 (stereo not drawn)	1.07	-4.1
COc1ccc(-n2nc3cc(C)c(NC(=O)COc4ccc(C)cc4)cc3n2)cc1	1.04	3.2
O=S(=O)(Nc1cccnc1)c1ccc(F)cc1	1.11	3.9
CCOC(=O)C1=C(C)N=C2SCC(=O)N2C1c1ccc(OC)c2ccccc12 (stereo not drawn)	1.04	-2.7
Cc1ccc(N2C(=O)CC(Sc3ccc(F)cc3)C2=O)cc1 (stereo not drawn)	0.93	10.8
COc1cccc(OCCOc2c(Cl)cc(/C=C3/SC(=S)NC3=O)cc2OC)c1	0.969	69.6*
O=C(Nc1ccc(N2CCCCC2)c(Cl)c1)c1ccc(-c2ccc(F)cc2)o1	1.05	8.7
CCOC(=O)C1=C(N)Oc2ccc3ccccc3c2C1c1cccc(O)c1 (stereo not drawn)	1.03	9.9
O=C(COc1ccc2c3c(c(=O)oc2c1)CCC3)c1ccc(F)cc1	1.11	3.1
Cc1ccc(NC2=C(Cl)C(=O)N(c3ccc(Cl)cc3)C2=O)cc1C	0.928	-10.4
CCOc1ccc(NC(=S)NC(=O)c2ccc(F)cc2)c([N+](=O)[O-])c1	0.93	19.1
COc1cc(/C=N/n2nnnc2N)ccc1OCc1ccc(F)cc1	0.767*	10.5
Cc1cc(C)nc(N=C(N)Nc2ccccc2C(F)(F)F)n1	1.02	-13.0
CCC1(C)Cc2ccccc2/C(=C/C(=O)NC)N1 (stereo not drawn)	1.02	3.2
COC(=O)C(CCCC(C(=O)OC)C(=O)OC)C(=O)OC	0.678*	2.2
C=CCNC(=O)c1cccc(OCc2ccccc2)c1	1.04	-3.0
COCCNC(=O)c1ccccc1[N+](=O)[O-]	1.06	-17.6
CC(C)=C1C2C=CC1C1C(=O)N(c3ccccc3[N+](=O)[O-])C(=O)C21 (stereo not drawn)	0.983	8.4
O=S(=O)(Cc1ccccc1)Nc1ccc(Br)cn1	1.03	5.0
Cc1ccc(NC(=S)c2ccccn2)cc1	0.923	4.8
O=C1NC(=S)N(c2cccc(Br)c2)C(=O)/C1=C/c1ccc(O)c(Cl)c1	1.16	-5.0
CC(=O)Oc1ccc(C(=O)Nc2cc([N+](=O)[O-])ccc2O)cc1	1.06	-0.6
CC1=C(C(=O)Nc2ccc(Cl)cc2)C(c2ccc(F)cc2)NC(=O)N1 (stereo not drawn)	0.99	1.8
O=C1NC(=S)NC(=O)C1=Cc1ccc(Cl)cc1Cl	1.02	5.8
Cc1cc(C)cc(CC2CC(=O)N(c3ccc([N+](=O)[O-])cc3)C2=O)c1 (stereo not drawn)	1.03	-0.6
COc1ccc(/C=C2\SC(=S)N(C(C)C(=O)O)C2=O)c(OC)c1 (stereo not drawn)	1.04	3.5
COc1cc2ccccc2cc1C(=O)Nc1ccc(F)c([N+](=O)[O-])c1	1.13	8.2
O=c1[nH]c(=O)n(-c2cccc(C(F)(F)F)c2)c(O)c1C=C1C=CC=N1	0.97	27.0
O=C1/C(=C\c2cn(Cc3ccccc3F)c3ccccc23)SC(=S)N1c1ccc([N+](=O)[O-])cc1	0.998	8.8
Cc1ccsc1/C=C(\C#N)c1nc(-c2ccc([N+](=O)[O-])cc2)cs1	1.01	0.3
Cc1cccc(NC(=O)CC2S/C(=N/N=C\c3cccc(O)c3)NC2=O)c1C (stereo not drawn)	1.13	-11.8
O=C(Nc1ccccc1C(=O)N1CCCCC1)c1ccccc1Cl	1.13	7.9

5 successive compounds out of the list so far:
SMILES	Cy5 interf NS3h	NS3h inh CB
Cc1cccc(N2C(=O)CSC23C(=O)Nc2ccccc23)c1 (stereo not drawn)	1.07	2.2
COc1ccc(CC(C)CC(=O)NCCc2ccc(OC)c(OC)c2)cc1 (stereo not drawn)	1.04	4.2
COCCNC(=O)CN(c1ccc(F)cc1)S(=O)(=O)c1ccccc1	1.12	5.8
COc1cccc(C(=O)Nc2cc(-c3nc4cc(Cl)cc(Cl)c4o3)ccc2C)c1	1.09	6.0
O=C(Nc1ccc2c(c1)C(=O)OC2)NC1CCCCC1	1.4*	21.2

Further records
SMILES	Cy5 interf NS3h	NS3h inh CB
O=c1oc2ccccc2c(O)c1C=C1C=Nc2ccccc21	1.03	45.5*
O=C(NC(Nc1ccc([N+](=O)[O-])cc1)C(Cl)(Cl)Cl)c1cccc(I)c1 (stereo not drawn)	1.03	8.1
CC1(C)CC(=O)C2=C(C1)NC1=C(C(=O)CC(C)(C)C1)C2c1ccccc1OCc1ccccc1	1.03	5.0
CCCCCCN1C(=O)C(=O)C(=C(O)c2ccccc2)C1c1ccccc1F (stereo not drawn)	0.996	-7.1
CC1=C(C(=O)OC(C)C)C(c2ccccc2F)NC(=S)N1 (stereo not drawn)	1.05	7.0
O=S(=O)(NCc1ccco1)c1ccc(Cl)c(Cl)c1	1.02	5.6
CCOc1cc(OCC)cc(C(=O)Nc2ccc(Cl)c(Cl)c2)c1	1.02	17.1
COC(=O)C1=C(C)N(c2ccccc2F)C(=O)/C1=C\c1ccc(F)cc1	1.08	16.6
O=Cc1cc(Br)ccc1OCc1c(F)cccc1Cl	1.06	13.9
Brc1ccc(-c2nc(NCCCN3CCOCC3)c3ccccc3n2)cc1	1.01	-9.3
COc1ccc(-c2n[nH]c(=S)n2C2CCCCC2)cc1	0.94	27.9
COC(=O)/C(=C\C=C\N(C)c1ccccc1)C(C)=O	1.06	-7.2
COc1ccccc1N1C(=O)S/C(=C\c2cccc(Br)c2)C1=O	0.98	-0.9
Cc1ccc(OCc2nnc(NC(=O)c3cccs3)s2)cc1	1.06	4.1
CC1=CC(C)(C)N(C(=O)Nc2ccc(F)cc2)c2ccc(C)cc21	0.867	7.0
CCC(CO)Nc1nc2c(c(=O)n(C)c(=O)n2C)n1C (stereo not drawn)	1.07	3.6
O=C1/C(=C/c2ccccc2)SC(=S)N1/N=C\c1ccccc1	1.01	5.1
CCOC(=O)c1ccc2nc(NC(=O)CSCC(=O)OCC(=O)c3ccc(Br)cc3)sc2c1	1.04	-5.0
COc1ccc(C(=O)NC(NC(=O)c2ccc(OC)c(OC)c2)c2ccc(Br)cc2)cc1OC	1.01	14.1
Cc1ccc(NC2=NS(=O)(=O)c3cc([N+](=O)[O-])ccc32)cc1	1.08	5.0
O=C(c1cccc(F)c1F)N1CCN(c2cc(N3CCCCC3)c(F)cc2[N+](=O)[O-])CC1	1	6.7
CC(=O)c1ccc(NC(=O)CN(c2ccccc2)S(=O)(=O)c2ccccc2[N+](=O)[O-])cc1	0.999	-1.5
COCCCNC(=O)C(=O)Nc1ccc(Cl)cc1C	1.01	6.2
O=C(c1ccc(F)c2ccccc12)N1CCc2ccccc21	0.862	-5.5
COc1ccc(OC)c(NC(=O)/C(=C/c2ccccc2)c2ccccc2)c1	0.607*	4.0
COc1ccc(N2C(=O)CC(SC(=N)N3N=C(c4cccs4)CC3c3ccc(Br)cc3)C2=O)cc1 (stereo not drawn)	1.01	5.0
COc1cc(NC(=O)c2cc(-c3ccccc3)nc3ccccc23)c(OC)cc1Cl	1.02	-3.9
COc1ccc(/C=C(\C#N)c2ccc(Cl)cc2)c(OC)c1	1.02	14.5

Random draw from the library; about 7% have a hit in one of these screens.
